cln2 rad14: NCI yeast anticancer drug screen, S. cerevisiae cln2 rad14 strain. growth inhibition, % at 50 µM. actives 8.3% (n = 78,000). AID 165, 2004;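 note: 0% = growth of vehicle-only cultures of the same strain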
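Yeast carrying cln2 and rad14 alterations (cell cycle control and DNA damage repair) were exposed to compounds. Growth inhibition was measured against vehicle-treated controls.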
mec2-1: NCI yeast anticancer drug screen, S. cerevisiae mec2-1 strain; growth inhibition, % at 50 µM; actives 9% (n = 79,000); AID 157, 2004;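 note: 0% = growth of vehicle-only cultures of the same strain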
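Compounds were applied to mec2-1 yeast cells. Their growth was then compared with that of vehicle-treated cultures to give growth inhibition.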
bub3: NCI yeast anticancer drug screen, S. cerevisiae bub3 mutant strain; % growth inhibition at 50 µM; actives 9.9% (n = 78,000); AID 167, 2004;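 note: 0% = growth of vehicle-only cultures of the same strain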
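Yeast carrying a defined mutation is treated with each compound, and growth is compared with that of vehicle-exposed cells to give inhibition.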
yeast rad50: NCI yeast anticancer drug screen, S. cerevisiae rad50 strain | actives 10% (n = 79,000) | growth inhibition, % at 50 µM;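 note: 0% = growth of vehicle-only cultures of the same strain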
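Readout: growth inhibition relative to vehicle-treated cultures. Compound exposure was carried out in a genetically defined yeast strain deficient in DNA damage repair.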
yeast mlh1 rad18: NCI yeast anticancer drug screen, S. cerevisiae mlh1 rad18 strain | % growth inhibition at 50 µM | actives 11% (n = 79,000) | AID 175, 2004;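 note: 0% = growth of vehicle-only cultures of the same strain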
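Vehicle-treated cultures served as the reference for growth inhibition in a yeast strain carrying DNA damage repair alterations exposed to each compound.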
sgs1 mgt1: NCI yeast anticancer drug screen, S. cerevisiae sgs1 mgt1 strain. actives 10% (n = 78,000). growth inhibition, % at 50 µM;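 note: 0% = growth of vehicle-only cultures of the same strain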
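Yeast cells carrying a defined DNA-repair defect were exposed to test compounds. Growth inhibition was measured relative to vehicle-treated controls.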
* = called active by the depositor; & = joins results of further samples. Cut-off read from the data, not from the text of the source: active = growth inhibition above about 70%; inactive = the rest.

`Cc1cccc2c1Oc1ccccc1C2NC(=O)OCCc1ccccc1` (centres undefined) gave cln2 rad14 -9, mec2-1 -8, bub3 -8, yeast rad50 -14, yeast mlh1 rad18 1 and sgs1 mgt1 -7.
Screening COc1cc(NCc2ccc3nc(N)nc(N)c3c2C)cc(OC)c1OC (tested in a mixture with another compound) returned cln2 rad14 3, mec2-1 52, bub3 5, yeast rad50 12, yeast mlh1 rad18 -45 and sgs1 mgt1 43.
Screening Cc1ccc(S(=O)(=O)/C(C#N)=C/n2ccc(=O)[nH]c2=S)cc1 returned cln2 rad14 -12, mec2-1 -20, bub3 -27, yeast rad50 -12, yeast mlh1 rad18 14 and sgs1 mgt1 -31.
`Cc1cccc(C)c1Nc1nnc(-c2ccc(N(C)C)cc2)s1` gave cln2 rad14 10, mec2-1 -9, bub3 9, yeast rad50 11, yeast mlh1 rad18 7 and sgs1 mgt1 -12.
For COc1cccc2c1OC(=O)NC2O (centres undefined) the results were cln2 rad14 -14, mec2-1 -4, bub3 -20, yeast rad50 -8, yeast mlh1 rad18 4 and sgs1 mgt1 -18.
Cc1cccc(C(=O)OCCc2ccccc2)c1 was read as cln2 rad14 3, mec2-1 16, bub3 50, yeast rad50 43, yeast mlh1 rad18 29 and sgs1 mgt1 22.
For CC1=N/C(=C\c2cccc3ccccc23)C(=O)O1 the results were cln2 rad14 -1, mec2-1 -22, bub3 -10, yeast rad50 5, yeast mlh1 rad18 13 and sgs1 mgt1 -5.
COc1cc(/C=C(\OC(C)=O)c2ccc3c(c2)OCO3)cc(OC)c1OC was read as cln2 rad14 14, mec2-1 -1, bub3 44, yeast rad50 -5, yeast mlh1 rad18 -19 and sgs1 mgt1 33.
Screening CC(=O)OCC1OC(n2ccc3c(N)ncnc32)C(O)C1OC(C)=O (centres undefined) returned cln2 rad14 26, mec2-1 3, bub3 2, yeast rad50 12, yeast mlh1 rad18 5 and sgs1 mgt1 5.
Screening CCOC(=O)NC(C)(C)CN(CCO)C(=O)OCC returned cln2 rad14 -5, mec2-1 -3, bub3 -22, yeast rad50 -6, yeast mlh1 rad18 -9 and sgs1 mgt1 1.
`CC(=O)N1CCc2ccccc2C1C1c2ccccc2CCN1C(C)=O` (centres undefined) gave cln2 rad14 3, mec2-1 6, bub3 7, yeast rad50 -7, yeast mlh1 rad18 9 and sgs1 mgt1 13.
COc1ccc(C(=O)N/N=C/c2ccc(C)cc2)cc1 was read as cln2 rad14 0, mec2-1 14, bub3 40, yeast rad50 2, yeast mlh1 rad18 -3 and sgs1 mgt1 1.
Screening Nc1ncnc2c1ncn2C1OC(C(O)CO)C(O)C1N (centres undefined) returned cln2 rad14 -15, mec2-1 0, bub3 1, yeast rad50 -16, yeast mlh1 rad18 -24 and sgs1 mgt1 -14.
CCC(C)NC1=C(OC)C(=O)C(NC(C)CC)=C(OC)C1=O (centres undefined) was read as cln2 rad14 -44, mec2-1 6, bub3 7, yeast rad50 -5, yeast mlh1 rad18 -11 and sgs1 mgt1 1.
For CCOC(=N)CC(=O)Nc1ccccc1 the results were cln2 rad14 -2, mec2-1 1, bub3 4, yeast rad50 4, yeast mlh1 rad18 2 and sgs1 mgt1 2.

Structures shown so far with an aryl methoxy group (4):
Screening COc1cc(NCc2ccc3nc(N)nc(N)c3c2C)cc(OC)c1OC (tested in a mixture with another compound) returned cln2 rad14 3, mec2-1 52, bub3 5, yeast rad50 12, yeast mlh1 rad18 -45 and sgs1 mgt1 43.
For COc1cccc2c1OC(=O)NC2O (centres undefined) the results were cln2 rad14 -14, mec2-1 -4, bub3 -20, yeast rad50 -8, yeast mlh1 rad18 4 and sgs1 mgt1 -18.
COc1cc(/C=C(\OC(C)=O)c2ccc3c(c2)OCO3)cc(OC)c1OC was read as cln2 rad14 14, mec2-1 -1, bub3 44, yeast rad50 -5, yeast mlh1 rad18 -19 and sgs1 mgt1 33.
COc1ccc(C(=O)N/N=C/c2ccc(C)cc2)cc1 was read as cln2 rad14 0, mec2-1 14, bub3 40, yeast rad50 2, yeast mlh1 rad18 -3 and sgs1 mgt1 1.

Next part:
`Cc1cc2c3c(c1)CCCN3CCC2` gave cln2 rad14 -31, mec2-1 -9, bub3 3, yeast rad50 -12, yeast mlh1 rad18 3 and sgs1 mgt1 -10.
O=c1[nH]c(=O)n(C2CC(O)C(CO)O2)cc1OCC1CCCCC1 (centres undefined) was read as cln2 rad14 2, mec2-1 -5, bub3 -14, yeast rad50 -34, yeast mlh1 rad18 -20 and sgs1 mgt1 -13.
Screening CC(=O)OCC1OC(Cl)C(NS(=O)(=O)Cc2ccccc2)C(OC(C)=O)C1OC(C)=O (centres undefined) returned cln2 rad14 25, mec2-1 16, bub3 5, yeast rad50 8, yeast mlh1 rad18 22 and sgs1 mgt1 16.
`CCCCCCCCCCOCc1cc(N(C)C)ccc1C` gave cln2 rad14 13, mec2-1 -7, bub3 6, yeast rad50 11, yeast mlh1 rad18 -9 and sgs1 mgt1 12.
`CNC(=S)Nc1ccccc1` gave cln2 rad14 -8, mec2-1 -34, bub3 -5, yeast rad50 -21, yeast mlh1 rad18 19 and sgs1 mgt1 4.
CN1CCC(c2ccccc2)(C(O)(c2ccccc2)c2ccccc2)CC1 was read as cln2 rad14 12, mec2-1 1, bub3 1, yeast rad50 3, yeast mlh1 rad18 13 and sgs1 mgt1 -6.
For O=C(Nc1ccc(C(Cl)(Cl)Cl)cc1)Nc1cc(Cl)ccc1Cl the results were cln2 rad14 0, mec2-1 -11, bub3 -3, yeast rad50 13, yeast mlh1 rad18 -1 and sgs1 mgt1 10.
For COc1ccccc1NC(=O)CC(=O)c1cccc(O)c1 the results were cln2 rad14 32, mec2-1 13, bub3 32, yeast rad50 27, yeast mlh1 rad18 17 and sgs1 mgt1 22.
C=CC(=O)N1C/C(=C\c2ccccc2)C(=O)/C(=C/c2ccccc2)C1 was read as cln2 rad14 48, mec2-1 80*, bub3 79*, yeast rad50 74*, yeast mlh1 rad18 85* and sgs1 mgt1 72*.
CCCCCC(O)C1C(=O)OC(C)C(O)/C=C/C=C/C=C/C=C\C=C(\C)C(O)CC(O)CC(O)CC(O)CC(O)CC(O)CC1O (centres undefined) was read as cln2 rad14 1&68, mec2-1 -18&17, bub3 12&6, yeast rad50 14&3, yeast mlh1 rad18 6&62 and sgs1 mgt1 -5&-18.
`c1ccc2c(c1)ccc1c3c(oc12)CCCC3` gave cln2 rad14 -36, mec2-1 -6, bub3 0, yeast rad50 -10, yeast mlh1 rad18 -6 and sgs1 mgt1 -16.
`CN(Cc1ccccc1)Cn1ccnc1` gave cln2 rad14 -23, mec2-1 -8, bub3 -5, yeast rad50 -9, yeast mlh1 rad18 1 and sgs1 mgt1 -14.
Screening O=C(O)c1ccccc1-c1c2cc([N+](=O)[O-])c(=O)c(Br)c-2oc2c(Br)c(O)c([N+](=O)[O-])cc12 returned cln2 rad14 89*, mec2-1 82*, bub3 66, yeast rad50 78*, yeast mlh1 rad18 72* and sgs1 mgt1 62.
Screening O=S(=O)(c1ccccn1)c1nc2ccccc2s1 returned cln2 rad14 17, mec2-1 7, bub3 -3, yeast rad50 -2, yeast mlh1 rad18 0 and sgs1 mgt1 0.
For CC(C(=O)O)C(=O)O the results were cln2 rad14 -13, mec2-1 -17, bub3 1, yeast rad50 -10, yeast mlh1 rad18 -27 and sgs1 mgt1 -14.
CCOC(=N)CCCl was read as cln2 rad14 -44, mec2-1 -5, bub3 5, yeast rad50 2, yeast mlh1 rad18 -11 and sgs1 mgt1 0.
`CCC1NC(N=Nc2ccc([N+](=O)[O-])cc2)(P(=O)(OC(C)C)OC(C)C)OC1=O` (centres undefined) gave cln2 rad14 -16, mec2-1 -43, bub3 18, yeast rad50 45, yeast mlh1 rad18 11 and sgs1 mgt1 16.
`N#Cc1ccc(Br)cc1[N+](=O)[O-]` gave mec2-1 93*, yeast rad50 91* and yeast mlh1 rad18 92*.
Cc1ccc(N(C)S(=O)(=O)c2ccc([N+](=O)[O-])cc2)cc1 was read as cln2 rad14 21, mec2-1 -3, bub3 42, yeast rad50 8, yeast mlh1 rad18 26 and sgs1 mgt1 29.
Screening CC(C)CNC(=S)N/N=C/c1ccc(N)cc1 returned cln2 rad14 28, mec2-1 14, bub3 6, yeast rad50 32, yeast mlh1 rad18 -1 and sgs1 mgt1 3.
COc1ccc(CCNC(=O)c2ccc(Cl)cc2)cc1OC was read as cln2 rad14 -4, mec2-1 -34, bub3 -7, yeast rad50 5, yeast mlh1 rad18 6 and sgs1 mgt1 15.
Cc1cc2nc3c(=O)[nH]c(=O)nc-3n(CCO)c2cc1C was read as cln2 rad14 -39, mec2-1 2, bub3 6, yeast rad50 0, yeast mlh1 rad18 -10 and sgs1 mgt1 9.
`Nc1nnc2nc(C3(c4nc5nnc(N)n5[nH]c4=O)CCCC3=O)c(=O)[nH]n12` gave cln2 rad14 3, mec2-1 -11, bub3 5, yeast rad50 13, yeast mlh1 rad18 16 and sgs1 mgt1 -9.
`N#CCCOC(=O)Nc1ccccc1` gave cln2 rad14 -41, mec2-1 2, bub3 -8, yeast rad50 22, yeast mlh1 rad18 1 and sgs1 mgt1 -7.
Screening CCC1(CN(C)C)CC/C(=C\c2ccc(OC)c(OC)c2)C1=O (centres undefined) returned cln2 rad14 16, mec2-1 0, bub3 8, yeast rad50 13, yeast mlh1 rad18 25 and sgs1 mgt1 -1.
For COc1cc2c(cc1OC)NC(=O)CC(=O)N2 the results were cln2 rad14 -45, mec2-1 20, bub3 16, yeast rad50 -2, yeast mlh1 rad18 1 and sgs1 mgt1 4.
For NC1(N)ON(c2ccc(C=O)cc2)C(c2ccc([N+](=O)[O-])cc2)S1 (centres undefined) the results were cln2 rad14 16, mec2-1 8, bub3 -1, yeast rad50 18, yeast mlh1 rad18 17 and sgs1 mgt1 11.
c1coc(C2SCSCS2)c1 was read as cln2 rad14 -14, mec2-1 6, bub3 -8, yeast rad50 0, yeast mlh1 rad18 -4 and sgs1 mgt1 -7.
`CCOc1ccc(Nc2nc(N)nc(N)c2N=O)cc1` gave cln2 rad14 18, mec2-1 19, bub3 1, yeast rad50 20, yeast mlh1 rad18 23 and sgs1 mgt1 8.
C=CB(OCCCC)OCCCC was read as cln2 rad14 15, mec2-1 2, bub3 21, yeast rad50 6, yeast mlh1 rad18 8 and sgs1 mgt1 -2.

Compounds from the list above containing an NH in an aromatic ring, in the order listed:
Screening Cc1ccc(S(=O)(=O)/C(C#N)=C/n2ccc(=O)[nH]c2=S)cc1 returned cln2 rad14 -12, mec2-1 -20, bub3 -27, yeast rad50 -12, yeast mlh1 rad18 14 and sgs1 mgt1 -31.
O=c1[nH]c(=O)n(C2CC(O)C(CO)O2)cc1OCC1CCCCC1 (centres undefined) was read as cln2 rad14 2, mec2-1 -5, bub3 -14, yeast rad50 -34, yeast mlh1 rad18 -20 and sgs1 mgt1 -13.
Cc1cc2nc3c(=O)[nH]c(=O)nc-3n(CCO)c2cc1C was read as cln2 rad14 -39, mec2-1 2, bub3 6, yeast rad50 0, yeast mlh1 rad18 -10 and sgs1 mgt1 9.
`Nc1nnc2nc(C3(c4nc5nnc(N)n5[nH]c4=O)CCCC3=O)c(=O)[nH]n12` gave cln2 rad14 3, mec2-1 -11, bub3 5, yeast rad50 13, yeast mlh1 rad18 16 and sgs1 mgt1 -9.

2 records picked at random from the list so far:
`Nc1nnc2nc(C3(c4nc5nnc(N)n5[nH]c4=O)CCCC3=O)c(=O)[nH]n12` gave cln2 rad14 3, mec2-1 -11, bub3 5, yeast rad50 13, yeast mlh1 rad18 16 and sgs1 mgt1 -9.
`N#CCCOC(=O)Nc1ccccc1` gave cln2 rad14 -41, mec2-1 2, bub3 -8, yeast rad50 22, yeast mlh1 rad18 1 and sgs1 mgt1 -7.

Continuation.
Screening Nc1cccc(OCc2nc(N)nc(N)c2-c2ccc(Cl)cc2)c1 returned cln2 rad14 -7, mec2-1 -14, bub3 -36, yeast rad50 -14, yeast mlh1 rad18 -21 and sgs1 mgt1 -49.
`COc1cc(C)c(C#N)c(OC)n1` gave cln2 rad14 13, mec2-1 -8, bub3 20, yeast rad50 19, yeast mlh1 rad18 15 and sgs1 mgt1 10.
Screening O=C(O)CN(CC(=O)O)CC(=O)O returned cln2 rad14 -12, mec2-1 -24, bub3 -17, yeast rad50 -10, yeast mlh1 rad18 32 and sgs1 mgt1 -34.
For NC(N)=N/N=C\c1ccnc2ccccc12 the results were cln2 rad14 16, mec2-1 -15, bub3 5, yeast rad50 -6, yeast mlh1 rad18 -3 and sgs1 mgt1 -8.
For CC(C)(C)c1ccc(C(=O)n2c(=S)oc3ccc(Cl)cc32)cc1 the results were cln2 rad14 39, mec2-1 61, bub3 60, yeast rad50 65, yeast mlh1 rad18 63 and sgs1 mgt1 82*.
`Cc1ccc(Nc2ncnc3sc(SCc4ccccc4)nc23)cc1` gave cln2 rad14 4, mec2-1 -20, bub3 -25, yeast rad50 -34, yeast mlh1 rad18 -28 and sgs1 mgt1 -24.

Screens: PubChem BioAssay, NCI
